DAX1 inh-1 – DAX1 (NR0B1) inhibitors on StAR promoter, primary screen, cell-based, luminescence, SF-1 (NR5A1), full-length DAX-1 | HEK293T StAR-luciferase reporter, SF-1/DAX-1 repression relief | AID 652010, 2013 | inhibition, % at 6.8 µM | hit rate 1.1% among 370,000;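 active = inhibition above the mean over all tested compounds plus 3 SD, cut at about 3.6% in these data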;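 also: 0% = DAX-1 cells with DMSO and 100% = cells lacking DAX-1 with DMSO; higher inhibition means more luminescence from relief of DAX-1 repression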
ADAM17 inh – ADAM17 inhibitors, primary screen, biochemical, QFRET. Disintegrin and metalloproteinase domain-containing protein 17 (Homo sapiens), P78536. recombinant ADAM17, EDANS/DABCYL FRET peptide cleavage. inhibition, % at 6.95 µM. hit rate 0.83% among 370,000. AID 720648, 2013;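 active = inhibition above the mean of compounds lying between control limits plus 3 SD, set per campaign, cut at about 8.5% in these data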;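 also: 0% = DMSO-only wells as the low control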
Rev-erbA mod – modulators of Rev-erb alpha DNA binding, primary screen, biochemical, FITC-DNA, fluorescence polarization, uHTS; Nuclear receptor subfamily 1 group D member 1 (Homo sapiens), P20393; Rev-erbα–FITC-DNA binding, 90 min; activity, % at 10 µM; hit rate 0.79% among 370,000;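 active = activity above about 14%, limit read from the data; passing the limit was not always enough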;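 also: 0% = DMSO wells with 35 nM protein and 100% = DMSO wells with 750 nM protein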
DAX1 inh-2 – DAX1 (NR0B1) inhibitors, primary screen, cell-based, HEK293, Gal4-DAX1, luciferase luminescence | inhibition, % at 6.75 µM | HEK293 Gal4-DAX1 luciferase reporter | AID 504766, 2011 | hit rate 0.99% among 340,000;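 active = inhibition above the mean over all tested compounds plus 3 SD, cut at about 4.2% in these data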;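 also: 0% = DAX1-transfected cells with DMSO and 100% = empty-vector control cells with DMSO; inhibition shows as a rise in luminescence from relieved DAX1 repression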
SMARCA2 act – SMARCA2 (BRM) function activators, primary screen, cell-based, luminescence, high throughput; hit rate 1% among 370,000; MG213 cells, MMTV-luciferase reporter, dexamethasone, overnight; AID 652017, 2013; activation, % at 9.1 µM; in the data active = activation above about 7.8%;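 also: 0% = vehicle wells and 100% = reference activator wells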
hgDAF-12 ag – H. glycines DAF-12 receptor agonists, primary screen, cell-based, luminescence, HEK293, GAL4 fusion, UAS-luciferase; Nuclear hormone receptor DAF-12 (Heterodera glycines), GAL4 fusion; HEK293 GAL4-hgDAF12 UAS-luciferase reporter, agonist luminescence; normalized to butyrate control; activation, % at 6.8 µM; hit rate 1.8% among 370,000; AID 687014, 2013;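 active = activation above a cutoff set at the mean of all screened compounds plus 3 SD, cut at about 10% in these data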;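 also: 0% = DMSO wells and 100% = sodium butyrate wells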
hcDAF12 agonist – H. contortus DAF-12 nuclear receptor activators, primary screen, cell-based, luminescence, HEK293, lit1-tk-luc reporter; AID 652067, 2013; hit rate 1.4% among 370,000; HEK293 hcDAF-12 lit1-tk-luc reporter; 0% DMSO, 100% Δ7-dafachronic acid; activation, % at 6.8 µM;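 active = activation above the mean of all tested compounds plus 3 SD, cut at about 5.5% in these data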;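 also: 100% = response to 3 µM Δ7-dafachronic acid high control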
PLCb3 inh – human PLC-beta3 inhibitors, primary screen, biochemical, fluorescence. 1-phosphatidylinositol 4,5-bisphosphate phosphodiesterase beta-3 (Homo sapiens), Q01970. Purified PLC-beta3, fluorogenic substrate. inhibition, % at 12.2 µM. hit rate 0.18% among 370,000; in the data active = inhibition above about 11%;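 also: 0% = median of compound wells on plate and 100% = full blocker control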
Target sequence (Q01970 whole entry, looked up): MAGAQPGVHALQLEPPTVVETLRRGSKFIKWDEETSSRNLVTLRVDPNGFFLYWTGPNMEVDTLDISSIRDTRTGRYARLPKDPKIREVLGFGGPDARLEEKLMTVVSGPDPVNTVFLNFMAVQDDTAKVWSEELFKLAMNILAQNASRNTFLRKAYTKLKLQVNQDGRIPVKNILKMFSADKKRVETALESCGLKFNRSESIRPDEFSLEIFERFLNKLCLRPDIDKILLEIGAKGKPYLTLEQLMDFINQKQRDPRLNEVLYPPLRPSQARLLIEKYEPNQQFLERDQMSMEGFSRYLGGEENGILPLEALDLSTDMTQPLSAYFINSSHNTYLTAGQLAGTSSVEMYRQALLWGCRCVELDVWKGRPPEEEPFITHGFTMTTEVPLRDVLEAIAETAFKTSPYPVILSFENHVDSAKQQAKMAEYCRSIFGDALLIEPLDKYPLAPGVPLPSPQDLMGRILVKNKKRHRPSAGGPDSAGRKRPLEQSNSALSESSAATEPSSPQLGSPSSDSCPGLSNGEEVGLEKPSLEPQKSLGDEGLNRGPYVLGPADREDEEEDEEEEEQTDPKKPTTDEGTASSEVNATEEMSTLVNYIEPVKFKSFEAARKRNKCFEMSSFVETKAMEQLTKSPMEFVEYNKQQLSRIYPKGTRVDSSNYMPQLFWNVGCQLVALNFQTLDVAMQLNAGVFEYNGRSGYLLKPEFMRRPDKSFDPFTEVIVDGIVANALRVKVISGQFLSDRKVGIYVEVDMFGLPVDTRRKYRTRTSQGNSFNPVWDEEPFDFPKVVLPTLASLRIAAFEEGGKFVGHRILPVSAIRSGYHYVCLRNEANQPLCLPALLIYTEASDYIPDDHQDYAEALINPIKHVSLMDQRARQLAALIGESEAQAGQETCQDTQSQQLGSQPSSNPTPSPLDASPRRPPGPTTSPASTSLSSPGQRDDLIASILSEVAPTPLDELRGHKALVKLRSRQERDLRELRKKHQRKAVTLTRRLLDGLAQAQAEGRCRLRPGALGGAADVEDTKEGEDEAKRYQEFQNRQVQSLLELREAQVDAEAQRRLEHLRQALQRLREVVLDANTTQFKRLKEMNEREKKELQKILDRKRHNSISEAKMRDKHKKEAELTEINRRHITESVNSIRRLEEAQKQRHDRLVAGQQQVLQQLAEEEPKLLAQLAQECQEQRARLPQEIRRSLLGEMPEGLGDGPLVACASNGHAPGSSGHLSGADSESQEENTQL
PLCg1 inh – PLC-gamma1 enzyme inhibitors, primary screen, biochemical, fluorescence, purified enzyme; hit rate 0.84% among 370,000; AID 720700, 2013; 1-phosphatidylinositol 4,5-bisphosphate phosphodiesterase gamma-1 (Homo sapiens), P19174; inhibition, % at 12.2 µM; fluorogenic substrate; in the data active = inhibition above about 9.5%
ssDAF-12 act – S. stercoralis DAF-12 nuclear receptor activators, primary screen, cell-based, luminescence, HEK293, GRIP1 co-expression, lit1-tk-luc | activation, % at 6.8 µM | Nuclear hormone receptor DAF-12 (Strongyloides stercoralis) | hit rate 1% among 370,000 | HEK293 ssDAF-12/GRIP1 lit1-tk-luc reporter; % of 3 µM dafachronic acid response;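 active = activation above the mean over all tested compounds plus 3 SD, cut at about 0.9% in these data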;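 also: 0% = DMSO-only wells and 100% = 3 µM delta7-dafachronic acid wells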
MBD2 inh – inhibitors of MBD2 binding to methylated DNA, primary screen, biochemical, TR-FRET, DNA-binding domain, human; Methyl-CpG-binding domain protein 2 (Homo sapiens), Q9UBB5; MBD2 binding to methylated oligonucleotide; inhibition, % at 4.4 µM; hit rate 0.31% among 370,000; in the data active = inhibition above about 13%
Numbers without * were called inactive; / = no result given.

SMILES | DAX1 inh-1 | ADAM17 inh | Rev-erbA mod | DAX1 inh-2 | SMARCA2 act | hgDAF-12 ag | hcDAF12 agonist | PLCb3 inh | PLCg1 inh | ssDAF-12 act | MBD2 inh
CCN(CC)C(=O)Cn1cc(S(=O)(=O)CC(=O)Nc2ccc(F)cc2F)c2ccccc21 | -1.5 | 2 | -4 | -0.2 | 3 | -2.1 | -0.9 | -4 | 0 | -1.1 | 0
Cc1cccc(N2CCN(Cc3ccc([N+](=O)[O-])o3)CC2)c1C | 0.1 | 1 | 1 | 3.5 | -1 | 0.7 | -0.1 | -4 | 3 | -1.8 | -1
Cc1ccc(S(=O)(=O)N2CCC(C(=O)NCCCN3CCOCC3)CC2)cc1C | -0.9 | -5 | 1 | 0.7 | -1 | -0.1 | -0.4 | 2 | -2 | -0.9 | -3
COCCCNCC(O)COc1cccc2[nH]c(C)cc12 (stereo unspecified) | 0.4 | -2 | -4 | 1.0 | 1 | -1.3 | 1.0 | -6 | -11 | -1.2 | -4
Cc1cc(C(=O)COc2ccccc2C(N)=O)c(C)n1C | 0.6 | -4 | 1 | -0.1 | -2 | 1.5 | -0.6 | -4 | 2 | -1.7 | 2
CS(=O)(=O)Nc1ccccc1C(=O)NC1CC2CCC1C2 (stereo unspecified) | -0.5 | -50 | 1 | 1.8 | 2 | 1.3 | -0.6 | -35 | -25 | -1.3 | -4
O=C1NC[C@H](Cc2ccccc2)N(CC2CCN(CCC34CC5CC(CC(C5)C3)C4)CC2)C1=O | 1.0 | -1 | 7 | -0.4 | -3 | -2.5 | 0.1 | -1 | 2 | 0.4 | 3
COc1ccc(N2CCN(S(=O)(=O)CC34CCC(CC3=O)C4(C)C)CC2)cc1 (stereo unspecified) | -0.6 | -2 | 3 | -1.4 | -3 | 0.5 | -2.8 | -1 | -4 | -1.2 | 5
COc1ccc(NC(=O)CSc2nncs2)cc1S(=O)(=O)N1CCCCC1 | 1.6 | 2 | -9 | 1.3 | -1 | -1.1 | 1.7 | -6 | 1 | -1.4 | 0
COc1ccc(S(=O)(=O)Nc2c(NC3CCCCC3)c3ccccc3oc2=O)cc1 | 0.0 | -2 | -2 | -0.5 | -1 | -1.5 | -0.3 | -19 | -12 | -0.4 | -3
CCOC(=O)c1c(C=O)c(C)n(Cc2ccc(C)cc2)c1C | -1.5 | -2 | 4 | -0.9 | -2 | -5.5 | -3.0 | -6 | -1 | -1.1 | -3
O=S(=O)(c1ccc(S(=O)(=O)N2CCOCC2)cc1)N1CCCC1 | -0.4 | -2 | -6 | -0.2 | -1 | -0.3 | -0.2 | 1 | 3 | -1.1 | -2
COC(=O)c1ccc(COC(=O)[C@@H]2CC(O)CN2S(=O)(=O)c2ccccc2[N+](=O)[O-])cc1 (stereo partly specified) | -0.3 | 0 | -1 | 1.1 | -2 | 0.8 | 0.3 | -6 | 0 | -0.3 | -1
O=S(=O)(Nc1ncccc1O)c1ccc(Cl)cc1 | 0.3 | 0 | 1 | 0.4 | -1 | 0.0 | -1.4 | 2 | 0 | -1.5 | 3
CC(OC(=O)CCCN=C1NS(=O)(=O)c2ccccc21)C(=O)N(C)c1ccccc1 (stereo unspecified) | -0.1 | -4 | -6 | 1.4 | 2 | 1.1 | -1.1 | -6 | 4 | 0.0 | 1
NNC(=O)CSCc1nc(-c2ccc(Cl)cc2)cs1 | -0.3 | 2 | 7 | / | -6 | 0.5 | -1.4 | -3 | 2 | -0.9 | 1
CC(C)(C)OC(=O)NCc1ccc(NC(=O)c2nc[nH]c2C(=O)NCCCCCCNC(=O)c2[nH]cnc2C(=O)Nc2ccc(CNC(=O)OC(C)(C)C)cc2)cc1 | -0.2 | 6 | 8 | 0.8 | -1 | -0.4 | -0.8 | 7 | 5 | -1.5 | -4
CCOC(=O)c1ccc(NC(=O)COc2ccc(S(=O)(=O)NC(C)(C)C)cc2)cc1 | -0.6 | -1 | 2 | -1.9 | 0 | 1.9 | 1.1 | 2 | -1 | -1.0 | 6
Cc1ccc([C@@H]2C[C@H]3[C@@H](CN2S(=O)(=O)c2ccc(C)cc2)C(=O)C[C@@H](c2ccc(Cl)cc2)N3S(=O)(=O)c2ccccc2C)cc1 | -0.9 | 0 | -3 | -0.9 | -5 | 1.2 | 0.3 | 0 | 0 | -1.5 | 7
Cc1c(C(=O)N2CCCC2)c(S(=O)(=O)N2CCCCC2)c(C)n1C | 0.1 | -1 | -1 | 0.9 | -1 | -1.2 | -1.5 | -13 | -2 | -1.0 | 2
Nc1c(Cl)cc(-c2csc(N3CCCC3c3nc4cc(Cl)c(N5CCCCC5)cc4n3CCCO)n2)cc1Cl (stereo unspecified) | 0.1 | 5 | 6 | 0.6 | 0 | -0.2 | 0.1 | -52 | -32 | -0.8 | 3
CCn1cc(C(=O)N2CCCC(C(=O)c3cccc(C(F)(F)F)c3)C2)cn1 (stereo unspecified) | -1.2 | -2 | -3 | -0.6 | -1 | -0.8 | -1.6 | 3 | 0 | -1.4 | -7
CC(C)(C)OC(=O)N1CCC(c2c(C(=O)NCC3CCN(C4CCCC4)C3)cnn2-c2ccccc2Cl)CC1 (stereo unspecified) | -0.3 | -3 | 6 | 1.0 | -2 | 1.4 | 3.7 | -5 | 0 | -1.3 | -2
O=C(NCc1ccco1)C(c1ccccc1)N(CC1CCCO1)C(=O)Cn1nnc2ccccc21 (stereo unspecified) | -0.1 | -2 | -3 | 0.5 | -1 | -1.7 | -1.8 | 1 | 3 | -1.3 | -2
CCn1c(C)csc1=NC(=O)c1ccccc1 | 0.7 | -1 | -2 | 0.0 | 3 | 2.2 | 1.0 | -28 | -20 | -0.8 | 3
COc1cccc(NS(=O)(=O)c2ccc3[nH]cc(C(=O)N(C)Cc4ccco4)c(=O)c3c2)c1 | -0.4 | -3 | 2 | 1.2 | 5 | 0.8 | -0.9 | -24 | -18 | -0.2 | 1
Cn1ncc2c(NNC(=O)c3ccc(O)cc3)ncnc21 | 0.4 | -4 | 1 | 0.1 | -4 | -2.6 | -1.5 | 7 | 2 | -1.3 | 4
CC1CCN(C(=O)CCN2C(=O)/C(=C/c3cccs3)SC2=S)CC1 | 0.1 | -1 | 0 | 0.5 | 1 | -1.1 | -0.9 | -6 | 0 | -1.0 | -4
COc1cc(-c2nc(CN3CCN(c4ncccn4)CC3)c(C)o2)ccc1F | -0.2 | 1 | 1 | 1.6 | -1 | -0.8 | 1.1 | 3 | 3 | -1.4 | -4
CN1C[C@@H]2[C@@H]3C(=O)N(C)C(=O)[C@@H]3[C@](Cc3ccccc3)(C1=O)N2C(=O)c1ccc(Cl)cc1 | 0.1 | -6 | -6 | 0.9 | 1 | 0.5 | -0.3 | -9 | -3 | -1.4 | -1
COc1ccc(NC(=O)CSc2nnc(-c3cccnc3)n2C)cc1 | -0.5 | 0 | 3 | -2.5 | 2 | -2.9 | 0.0 | -5 | 4 | -1.2 | 1
COc1ccc(Br)c2oc(S)cc(=O)c12 | 0.3 | -1 | 3 | -0.3 | -1 | -1.2 | -0.1 | -6 | -6 | -1.0 | -2
Cc1cc(C)cc(OCC(=O)NC(C)c2ccccc2)c1 (stereo unspecified) | -0.4 | 0 | 4 | 0.2 | 0 | -0.3 | 0.8 | -1 | 0 | -0.6 | -4
Fc1ccc(Nc2ncnc3sc4c(c23)CCC4)cc1F | 0.1 | -2 | 2 | 1.1 | 0 | -1.3 | -0.8 | 2 | 4 | -1.1 | -4
O=C(Nc1cccnc1)C1Cc2c(-c3ccc4c(c3)OCO4)ccnc2O1 (stereo unspecified) | -2.0 | -22 | 3 | / | -7 | -5.4 | -0.2 | -11 | -11 | -1.4 | -2
Cc1ccc(S(=O)(=O)N2CCCCC2)cc1NC(=O)COC(=O)c1ccc2c(c1)OCO2 | 0.1 | 6 | 2 | 0.1 | 1 | -3.0 | -1.3 | -1 | 5 | -0.7 | -2
CCOC(=O)c1ccccc1NC(=O)COC(=O)c1cc([N+](=O)[O-])ccc1N1CCOCC1 | 1.0 | -1 | 5 | 0.7 | -4 | -2.5 | -1.5 | -2 | 4 | -1.3 | 5
COc1cc(OC)cc(C(=O)Nc2nnc(SCC(=O)NCC3CCCO3)s2)c1 (stereo unspecified) | -0.7 | -4 | 0 | 0.8 | 0 | 1.9 | -1.3 | -39 | -20 | 0.5 | 2
Clc1ccc(-n2c(SCc3cccc4ccccc34)nnc2-c2cccnc2)cc1 | -0.4 | 8 | 5 | / | 3 | -2.0 | -4.5 | 1 | 3 | -1.3 | -2
COc1ccc(/C=C(\NC(=O)c2ccc(OC)cc2)C(=O)Nc2ccc(C(=O)O)cc2)cc1 | 0.1 | -1 | -1 | 1.1 | -3 | 0.4 | -0.6 | -2 | 1 | -0.8 | -4
CN(NC1CC(=O)N(c2ccccc2)C1=O)c1ccccc1 (stereo unspecified) | 0.7 | -3 | -1 | 2.2 | 2 | 8.1 | 5.3 | -4 | 0 | 0.3 | 7
CCn1c(/C=C/Nc2ccccc2)[n+](CC)c2cc(Cl)c(Cl)cc21 | -0.3 | 1 | 3 | 1.2 | 0 | 0.1 | -0.8 | 1 | 2 | -0.8 | 3
CN1CCN(C(=O)C2=C[C@@H](c3coc4ccccc4c3=O)C[C@@H](OCc3ccc(CO)cc3)O2)CC1 | 0.0 | -3 | -1 | 0.5 | 2 | -1.3 | -2.2 | 3 | 0 | -1.6 | 1
C/C=C/c1ccc(OCCCCOc2ccccc2C(C)=O)c(OC)c1 | 0.6 | 1 | -2 | -1.0 | -1 | -1.5 | -0.5 | -1 | -4 | -0.3 | -3
CC(C)(C)c1ccc(C(=O)NCCCNC(=O)c2ccco2)cc1 | -0.2 | -3 | -4 | 0.2 | -4 | 2.1 | -0.9 | -7 | -1 | -1.7 | -2
COc1cccc(NC(=O)Nc2cc(Cl)ccc2C)c1 | -0.8 | 3 | 3 | -1.9 | 4 | -0.6 | -2.2 | -1 | 3 | -1.1 | 1

Assay outcomes deposited in PubChem by several laboratories.

Rows are unselected; 7.4% or so of the library scored in one or more.
